# Screens from PubChem.
# Insulin prom inh: inhibitors of insulin promoter-driven GFP, primary screen, imaging, TRM-6 cells (human fetal islet line), eGFP reporter, cell count. AID 1273, 2008. reporter expression induced with tamoxifen. actives 0.9% (n = 130,000). inhibition, % at 2 µM;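 active means inhibition above the mean plus 3 SD, with well images judged a real hit on visual review, cut at about 60% in these data, passing the limit was not always enough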
# sdo1 growth: growth rescue of sdo1-depleted yeast, primary screen, S. cerevisiae, bone marrow failure model; S. cerevisiae sdo1-depleted JHY4D growth rescue, OD600 30 h; active compounds read high; pdr5 snq2 efflux-pump mutant strain; z-score at 10 µM; actives 0.21% (n = 140,000); AID 817, 2007;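 active means z-score above 3 at both the 24 hr and the 30 hr optical density reads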;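 further: z-score against mean and SD of all compound wells on the same plate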
# sdo1 growth Rescue 24 h: second read-out of sdo1 growth, no call of its own (marks repeat the call); z-score; S. cerevisiae sdo1-depleted JHY4D growth rescue, OD600; measured here: growth rescue at 24 h;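 0 is the plate mean of compound wells and units are plate SD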
# Numbers without * were called inactive; . = not tested or not shown; & = joins results of further samples.
entry	Insulin prom inh	sdo1 growth	sdo1 growth Rescue 24 h	mol
1	.	0.74	0.88	O=C(CCn1c(=O)c2ccccc2n(Cc2cccnc2)c1=O)NCc1ccc2c(c1)OCO2
2	-22.2	0.43	0.25	Cc1cc(N2CCOCC2)c2c(N)cc(C)c(C)c2n1
3	0.0	.	.	CCOC(=O)/C(C#N)=C\c1ccc(O)c(OC)c1
4	26.7	0.59	0.6	O=C1CCCC2=C1C(c1ccncc1)c1c(nc(SCc3ccccc3Cl)[nH]c1=O)N2 (stereo not given)
5	.	-0.24	0.06	CCOC(=O)c1sc2nc(C)n(CC(=O)NCC3CCCO3)c(=O)c2c1C (stereo not given)
6	-18.2	.	.	Clc1ccc(CN(Cc2ccc(Cl)cc2)c2nn[nH]n2)cc1
7	-8.5	0.64	-0.4	COc1ccc(C(=O)NCc2nnc(SCC(=O)N3CCC(C)CC3)o2)cc1OC
8	-314.3	0.74	1.07	Cc1cc(C)c2c(c1)NC(=O)C2(O)CC(=O)c1cccs1 (stereo not given)
9	6.5	1.51	1.71	S=C(c1ccc2c(c1)OCO2)N1CCCCC1
10	-7.4	-0.71	-1.84	CCOC(=O)N1CCN(C(=O)/C(=C/c2ccccc2OC)NC(=O)c2ccccc2)CC1
11	20.0	-0.21	0.02	CCNc1nc(N)c(C(=O)c2ccc(Cl)s2)s1
12	.	-1.77	-1.83	CCOc1cccc(-c2cc(-c3n[nH]c(=S)n3CC)c3ccccc3n2)c1
13	.	-0.17	-1.03	Cc1cccc(OCCc2nnc(N)s2)c1C
14	-40.7	.	.	CCC(C)NC(=O)CN(c1ccc(OC)cc1)S(=O)(=O)c1ccccc1 (stereo not given)
15	30.6	-1.85	-0.8	O=C(/C=C/c1ccccc1)CC(O)(c1ccccc1)C(F)(F)C(F)F (stereo not given)
16	7.1	.	.	O=C1/C(=C/c2ccco2)CCC1C1CCCC1 (stereo not given)
17	.	-0.14	-1	CC(C)CN(C(=O)CSc1nnc2c(Cl)cc(C(F)(F)F)cn12)C1CCS(=O)(=O)C1 (stereo not given)
18	-2.7	.	.	COc1ccc(CNS(=O)(=O)c2ccc(F)c(C(=O)Nc3ccccc3OC)c2)cc1
19	-18.2	.	.	O=C(O)CCC(=O)c1ccc2c(c1)CCCC2
20	9.7	0.96	0.69	O=C(C1CCCO1)N1CCN(C(=S)Nc2ccccc2Cl)CC1 (stereo not given)

# (cont.)
entry	Insulin prom inh	sdo1 growth	sdo1 growth Rescue 24 h	mol
21	-17.2	0.35	-0.4	CC1(C)CC(=O)C2=C(C1)NC1=C(C(=O)c3ccccc31)C2c1ccccc1 (stereo not given)
22	8.3	-0.43	-0.56	O/N=C1\CCCC\C1=C/c1ccccc1
23	0.0	.	.	O=C(OCc1nnc(-c2ccccc2)o1)C12CC3CC(CC(Br)(C3)C1)C2
24	15.4	-1	-1.26	O=c1c(-c2ccccc2)c(O)c2cccc3c2n1CCC3
25	-41.7	0.75	0.66	CCn1ncc(Cl)c1C(=O)Nc1cc([N+](=O)[O-])ccc1OC
26	-60.0	-0.51	0.47	COc1ccc(OCCc2nnc(N)s2)cc1
27	.	0.24	0.36	CCCn1nnnc1SCC(=O)c1ccc(NC(C)=O)cc1
28	35.0	.	.	c1ccc(Nc2ccc(-n3ccnc3)nn2)cc1
29	.	0.36	0.18	CN(C)CCCNCCCCNC(=O)/C=N/O
30	.	0.09	0.02	COc1ccc(N2C(=O)C3CCCN3C2c2ccc(C)o2)cc1Cl (stereo not given)
31	.	-1.39	-1.52	CCOc1nc(-c2ccc(OC)cc2)ccc1-c1noc(C)n1
32	50.0	-0.72	-0.64	O=C(CN1CCN(c2ccccc2)CC1)Nc1c(C(=O)C2CC2)oc2ccccc12
33	-43.8	0.26	-0.29	CCCn1c2ccccc2c2nnc(SC(CC)C(=O)Nc3cc(C)on3)nc21 (stereo not given)
34	-22.7	0.39	-0.58	Cc1ccc(C)c(S(=O)(=O)N2CC(=O)Nc3ccccc32)c1
35	9.1	0.79	0.49	O=C(O)C1C2C=CC(O2)C1C(=O)Nc1ccc2c(c1)OCCO2 (stereo not given)
36	-1.6	0.92	1.42	CC(C)C(=O)N(Nc1nc2ccccc2s1)C(=O)C(C)C
37	-7.1	-1.05	-0.92	CC1Cc2ccccc2N1C(=O)CSc1nc2ccccc2o1 (stereo not given)
38	-93.1	0.32	-0.34	CCOC(=O)N1CCN(C(=O)c2cccn3c(=O)c4sccc4nc23)CC1
39	.	0.26	-0.3	O=C(C1CCCN(S(=O)(=O)c2cnc[nH]2)C1)N1CCN(Cc2ccccc2)CC1 (stereo not given)
40	-3.3	-0.79	-0.37	CSc1ccc(S(=O)(=O)Nc2ccc3c4c(cccc24)CC3)cc1

# Next section:
entry	Insulin prom inh	sdo1 growth	sdo1 growth Rescue 24 h	mol
41	-27.3	0.14	-1.37	Cc1cc([N+](=O)[O-])ccc1-c1ccc(C2Nc3ccccc3C(=O)N2O)o1 (stereo not given)
42	.	-0.58	-0.8	O=C(C(Cc1ccccc1)N1C(=O)C2C3CCC(C3)C2C1=O)N1CCCCC1 (stereo not given)
43	7.9	0.08	-0.95	Cc1ccc(NC(NC(=O)c2cccnc2)C(Cl)(Cl)Cl)cc1 (stereo not given)
44	-18.5	-1.34	-1.56	COc1ccnc(N2CCN(c3ccc(Cl)cc3)CC2)c1C#N
45	-4.2	0.62	-0.35	CCCc1[nH]c(=O)c(C#N)c2c1COC(C)(C)C2
46	-8.7	0.31	0.1	CC(C)OCCCNC(=O)c1ccc(NS(C)(=O)=O)cc1
47	-3.6	0.75	1.12	COc1cccc(N(CC(=O)N2CCN(c3ccccc3OC)CC2)S(C)(=O)=O)c1
48	-53.5	1.66	0.45	O=C(COc1ccc(S(=O)(=O)NC2CCCCC2)cc1)NCC1CCCO1 (stereo not given)
49	-41.3	-1.19	-0.22	CCOc1ccc(C(C)(C)C)cc1S(=O)(=O)N1CC(C)OC(C)C1 (stereo not given)
50	.	0.96	1.33	Cc1cc2nc(Sc3c([N+](=O)[O-])nc(C)n3Cc3ccccc3)[nH]c2cc1C
51	.	0.99	0.72	CNC(=O)c1cc(Cl)c(OC)c(OC)c1
52	.	1.22	1.33	Cc1ccc2[nH]c(=O)c3cc(C(=O)N4CCN(C(=O)c5ccco5)CC4)sc3c2c1
53	50.0	-0.49	-0.75	c1ccc(CNc2nc(N3CCOCC3)nc(N3CCOCC3)n2)cc1
54	45.8	-2.06	-1.26	Cc1cc(NS(=O)(=O)c2ccc(Nc3nc(-c4sc(NC(=O)c5ccccc5)nc4C)cs3)cc2)no1
55	.	0.18	-0.07	CNC(=O)c1sc2nc(-c3ccc(OC)cc3)cn2c1C
56	.	0.27	0.31	Cc1ccc(C(=O)N/N=C\c2ccc[nH]2)cc1[N+](=O)[O-]
57	16.7	-0.47	-0.56	CCCCOc1ccc(Br)cc1CSC(=N)N
58	20.0	-1.37	-1.12	Cc1cccc(S(=O)(=O)Nc2nc3ccccc3nc2Nc2ccc3c(c2)OCO3)c1
59	.	-0.35	-1.03	CC(C)(C)NC(=O)COC(=O)c1cc(Br)ccc1Cl
60	31.2	0.03	-0.85	O=C(Cn1cnc2sc(-c3ccccc3)cc2c1=O)N1CCOCC1

# Other compounds
entry	Insulin prom inh	sdo1 growth	sdo1 growth Rescue 24 h	mol
61	20.7	0.31	-0.24	CC(C(=O)OCC(=O)c1cccc([N+](=O)[O-])c1)N1C(=O)C2C3CCC(C3)C2C1=O (stereo not given)
62	50.0	.	.	CCN(C(=O)COC(=O)c1ccc(S(=O)(=O)N2CCCc3ccccc32)cc1)C1CCS(=O)(=O)C1 (stereo not given)
63	13.3	0.96	2.02	Cc1ccccc1CCN(C(=O)Cn1nnc2ccccc21)C(C(=O)NC(C)(C)C)c1ccsc1 (stereo not given)
64	0.0	-0.78	-0.92	COc1ccc(S(=O)(=O)N2CCOCC2)cc1NC(=O)CN1CCC(Cc2ccccc2)CC1
65	44.4	.	.	O=C(CNC(=O)c1ccncc1)N/N=C/c1ccccc1[N+](=O)[O-]
66	12.8	0.54	0.16	CCSc1nnc(NC(=O)COc2ccc3ccccc3c2)s1
67	-18.5	-0.15	-0.88	CSCCC(NS(=O)(=O)c1ccc2ccccc2c1)C(=O)OCC(=O)c1ccc(C(C)C)cc1 (stereo not given)
68	.	-0.24	2.22	COc1ccc(-n2c(-c3ccccc3)nnc2-c2ccc(Cl)cc2)cc1
69	.	-0.31	0.05	O=C(CSc1nnc2c(Cl)cc(Cl)cn12)N1CCN(S(=O)(=O)c2ccccc2)CC1
70	.	0.54	0.6	Cn1c(-c2ccc(Cl)cc2)cnc1N
71	-15.8	3.07*	4.27*	CN(C)CCCNC(=O)C1CCNCC1
72	-11.4	1.08	0.25	CCNC(=O)CC1C(=O)N(c2ccc(F)cc2)C(=O)N1CCC(C)C (stereo not given)
73	-35.7	1.29	3.05	Cc1onc(-c2c(F)cccc2Cl)c1C(=O)N1C=CC(C(F)(F)Cl)=NCC1
74	36.7	0.75	-0.21	CN(C)S(=O)(=O)c1cccc(NC(=O)c2ccncc2)c1
75	.	0.95	1.21	CCOC(=O)CC(=O)Nc1ccc(Br)cc1C(=O)O
76	15.4	.	.	CN(NS(=O)(=O)c1ccc(Br)cc1)c1nc(C(F)(F)F)nc2ccccc12
77	-26.1	0.68	0.71	Cc1cc(N2C(=O)C(=O)/C(=C(/O)c3ccc(F)cc3)C2c2ccc(F)cc2)no1 (stereo not given)
78	-125.0	1.81	1.78	Cc1ccc(S(=O)(=O)NC2=NCN(C3CCCCC3)CN2)cc1
79	.	0.4	-0.49	CCOc1ccc(C2OC(=O)Cc3cc(OC)c(OC)cc32)cc1 (stereo not given)
80	18.5	0.81	1.92	CCOC(=O)c1c(-c2cccs2)csc1NC(=O)CC(C)C

# The list continues.
entry	Insulin prom inh	sdo1 growth	sdo1 growth Rescue 24 h	mol
81	-19.4	-0.92	-0.75	COc1ccccc1Cc1noc(-c2cc(Cl)ccc2OC)n1
82	25.8	-0.39	-0.1	CCOCc1c(C(=O)OCC(=O)Nc2ccc(C)c(S(=O)(=O)N(C)C)c2)oc2ccccc12
83	7.1	0.25	0.65	CCOCCCNS(=O)(=O)c1ccc2c(c1)OCCO2
84	28.6	2.02	2.06	CC(C)(C)C(=O)Nc1c2c(nc3c1CCC3)CCCC2
85	.	-0.28	-0.09	O=C(CC1(O)C(=O)N(Cc2ccc3c(c2)OCO3)c2ccccc21)c1ccccc1 (stereo not given)
86	-15.0	.	.	CCn1c2ccccc2c2cc([N+](=O)[O-])ccc21
87	-37.1&59.1	-1.1&-0.77	-1.2&-0.73	Cc1ccc(Cl)cc1NC(=O)COC(=O)C12CC3CC(CC(C3)C1)C2
88	-36.8	1.12	1.49	CC1(c2ccc(OC(F)F)cc2)NC(=O)N(CC(=O)Nc2ccc3c(c2)OCO3)C1=O (stereo not given)
89	-57.1	1	1.83	Cc1cc(OCC(=O)NC(C)C)cc(C)c1Br
90	-25.3	-1.08	-1.23	CCCCCc1nc2sc3c(c2c(=O)n1N)CCC3
91	7.1	.	.	CC(=O)Nc1ccc(S(=O)(=O)NCCc2ccccn2)cc1
92	.	1.65	0.7	Cc1ccc2nc3ccc(N4CCN(C)CC4)nn3c(=O)c2c1
93	7.9	-0.67	0.4	C=C(C)C1CC=C(C)/C(=N/NC(=S)Nc2ccccc2)C1 (stereo not given)
94	50.0	-1.26	-1.22	S=c1nc2ccccc2c2nc(-c3ccccc3)[nH]n12
95	25.0	0.6	0.37	CC(C)OC(=O)Cn1nnc2c(cnn2-c2ccccc2)c1=O
96	.	-0.89	-0.7	CCC(SC1=NCCS1)C(=O)Nc1nnc(-c2ccccc2OC)s1 (stereo not given)
97	65.6*	0.53	0.6	CCOC(=O)c1c(N2CCCCC2)c2ccccc2[nH]c1=O
98	-43.3	0.01	0.29	CCN(CC)c1ccc(C=Nc2cc(C)ccc2C)c(O)c1
99	.	-2.04	-1.69	CCOc1cccc(=O)c2c(C)n(Cc3ccco3)c(C)c12
100	.	0.68	-0.34	CSC1=NCCN1C(=O)c1ccc2c(c1)OCO2

# Remaining list, next part.
entry	Insulin prom inh	sdo1 growth	sdo1 growth Rescue 24 h	mol
101	-57.1	.	.	CCn1c(O)c(C=C2N=c3ccccc3=N2)sc1=S
102	39.4	-0.78	-1.56	Cc1onc(-c2ccccc2Cl)c1C(=O)Nc1nc2ccc(S(C)(=O)=O)cc2s1
103	-172.7	-0.24	-0.36	O=C1OC(N2CCN(C(=O)C3CCCO3)CC2)c2ccccc21 (stereo not given)
104	-9.4	-0.1	-1.06	COc1ccnc(Oc2ccc(F)cc2)c1C(=O)N/C=N/OCc1ccc(F)cc1Cl
105	40.0	-1.55	-0.56	COc1ccc(/C=C/C(=O)c2sc(-c3ccc(Cl)cc3)nc2C)cc1
106	.	1	0.76	CCCCc1n[nH]c2c1C(=O)CC(C)(C)C2
107	25.0	-0.88	-1.49	COc1ccc(C(=O)Nc2ccc(F)cc2F)cc1OC
108	0.0	0.11	-0.24	O=C(Nc1ccccc1Cl)c1cc(S(=O)(=O)N2CCCC(C(=O)O)C2)ccc1F (stereo not given)
109	32.4	-1.14	-0.6	C/C(=N\Nc1nc2c(s1)CCCC2)c1ccccc1

# These rows are one share of the data, so the mix of outcomes need not match the whole.
